# IL-2 act – qHTS of IL-2 Activators | IL-2 activation reporter assay, cell-based qHTS; stimulated with anti-CD3/CD4/CD28 beads; in transgenic mouse T cells | activation, % (series mostly up to about 46 µM) | 360,000 tested, 0.065% active | AID 652025, 2013; in the data active = activation above about 50%; inconclusive = mostly about 30% to 49%; note: 0% is about no effect
#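 Using fluorescent plate cytometry, EGFP and DsRed are detected in transgenic mouse T cells stimulated 18 h at 37 degrees C with antibody-coated beads after 60 min compound pretreatment.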
# DRD3 agonist – qHTS of D3 Dopamine Receptor Agonist: qHTS | D(3) dopamine receptor (Homo sapiens), P35462 | D3R DiscoveRx beta-arrestin cells, luminescence, 90 min | max activation, % | 410,000 tested, 0.58% active; in the data active = max activation above about 30%; note: 0% is about no effect; mostly tested at two doses, the higher about 12 µM
#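 Agonist-mode cell screen: cells plated at 1500/well and incubated overnight at 37 °C, then exposed to library compounds for 90 min at 37 °C. Detection reagent was added for 30–60 min at room temperature, and luminescence was read.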
# WRN inhibitor – qHTS for Inhibitors of WRN Helicase | 360,000 tested, 0.46% active | Potency, µM (titrated, usually from 114 µM), inactives show at the top dose activity change, negative = inhibition, most hits filed as inhibitors | WRN helicase unwinding, fluorescent forked duplex, kinetic | Bifunctional 3'-5' exonuclease/ATP-dependent helicase WRN (Homo sapiens), Q14191 | AID 651768, 2012; note: potency is the fitted concentration of half-maximal effect; % is set by controls: 0 for no effect and ±100 for the full control effect; nearly all actives have a fitted effect of over 55% in size
#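 Screening of the MLSMR collection measured strand separation of a quenched forked DNA duplex (100 nM) by 20 nM WRN with 2 mM ATP, all final. Compounds were preincubated with enzyme 15 min at room temperature.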
# HEK293 tox – qHTS of GLP-1 Receptor Inverse Agonists: Cytotox Screen | HEK293 cAMP-luciferase reporter cells, luminescence, 24 h | Potency, µM (titrated, usually from 38.3 µM), without a hit: at the highest dose activity change, negative = inhibition, hits mostly inhibitors | 410,000 tested, 0.13% active | AID 624418, 2012;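 note: loss of luciferase light is scored as toxicity; potency is the fitted concentration of half-maximal effect; % is set by controls: 0 for no effect and ±100 for the full control effect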
#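 MLSMR compounds, 24 hr on cells at 37 deg C/5% CO2; luminescence after luciferase reagent (12 min RT). Inhibition counted as the undesired cytotoxic outcome.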
# GLP1R inv ag – qHTS of GLP-1 Receptor Inverse Agonists (Inhibition Mode) | 410,000 tested, 1.6% active | Potency, µM (series often up to 38.3 µM), without a hit: at the highest dose activity change, negative = inhibition, actives largely listed as inhibitors | Glucagon-like peptide 1 receptor (Homo sapiens), P43220 | HEK293 GLP-1R CRE-luciferase, luminescence, 24 h; GLP-1R form is constitutively active | AID 624417, 2012; note: potency is the fitted concentration of half-maximal effect; % is set by controls: 0 for no effect and ±100 for the full control effect; nearly all actives have a fitted effect of over 55% in size
# Target sequence (P43220 whole entry, looked up): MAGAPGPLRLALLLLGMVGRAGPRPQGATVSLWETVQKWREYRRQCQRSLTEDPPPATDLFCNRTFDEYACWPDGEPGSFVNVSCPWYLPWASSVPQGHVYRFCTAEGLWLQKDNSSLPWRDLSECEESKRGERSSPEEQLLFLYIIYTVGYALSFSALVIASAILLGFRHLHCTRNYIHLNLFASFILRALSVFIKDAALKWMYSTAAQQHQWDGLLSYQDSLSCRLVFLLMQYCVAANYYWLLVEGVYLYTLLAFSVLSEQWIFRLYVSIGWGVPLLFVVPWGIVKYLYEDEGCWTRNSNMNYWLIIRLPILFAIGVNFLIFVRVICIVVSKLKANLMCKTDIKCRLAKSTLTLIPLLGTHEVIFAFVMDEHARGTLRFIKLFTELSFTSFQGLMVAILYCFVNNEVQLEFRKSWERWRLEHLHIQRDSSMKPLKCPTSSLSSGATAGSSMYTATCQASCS
#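 Using stably transfected HEK293 (constitutively active GLP-1R, cAMP-luciferase reporter), compounds were incubated 24 hr and luciferase measured by luminescence.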
# GLP-1R agonist – qHTS of GLP-1 Receptor Agonists; Glucagon-like peptide 1 receptor (Homo sapiens), P43220; HEK293 GLP-1R CRE-luciferase, luminescence, 4-6 h; cells express a hypersensitive GLP-1R form; Potency, µM (series often up to 45.6 µM), for inactives: at the top dose activation, most hits filed as activators; 380,000 tested, 0.007% active; note: potency is the fitted concentration of half-maximal effect; % of control where 0% means no effect
# D3 antag – qHTS of D3 Dopamine Receptor Antagonist: qHTS. D(3) dopamine receptor (Homo sapiens), P35462. D3R cells, DiscoveRx beta-arrestin luminescence, antagonist mode; hits give low values. max response, negative = inhibition, %. 360,000 tested, 2.5% active; in the data active = max response below about -50%; inconclusive = no clear call, values can overlap the other calls; note: % is set by controls: 0 for no effect and ±100 for the full control effect; mostly tested at two doses, the higher about 12 µM
#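 Cells expressing the human receptor were seeded at 1500 cells/well, incubated overnight at 37 degrees C in 5% CO2, then exposed to library compounds with dopamine controls for 90 minutes at 37 degrees C before luminescent detection.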
# PLK1 PBD block – qHTS for Inhibitors of PLK1-PDB (polo-like kinase 1 - polo-box domain): Primary Screen; 360,000 tested, 2.8% active; AID 720504, 2013; Potency, µM, for inactives: max response, negative = inhibition, most hits filed as inhibitors; Plk1 PBD binding of FITC phosphopeptide, fluorescence polarization; Serine/threonine-protein kinase PLK1 (Homo sapiens), P53350; note: potency is the fitted concentration of half-maximal effect; series mostly up to about 57 µM; % is set by controls: 0 for no effect and ±100 for the full control effect; nearly all actives have a fitted effect of over 65% in size
# PI5P4K alpha inh – qHTS for Inhibitors of phosphatidylinositol 5-phosphate 4-kinase (PI5P4K) | PI5P4Kalpha enzyme, ADP-Glo luminescence, 60 min; hits give low values | AID 652105, 2013 | max response, % | 330,000 tested, 1.2% active; active = max response of -50% or lower; inconclusive = between -30% and -50%; inactive = -30% or higher; note: value at the top dose of about 77 µM; % is set by controls: 0 for no effect and ±100 for the full control effect
# Target sequence (P48426 whole entry, looked up): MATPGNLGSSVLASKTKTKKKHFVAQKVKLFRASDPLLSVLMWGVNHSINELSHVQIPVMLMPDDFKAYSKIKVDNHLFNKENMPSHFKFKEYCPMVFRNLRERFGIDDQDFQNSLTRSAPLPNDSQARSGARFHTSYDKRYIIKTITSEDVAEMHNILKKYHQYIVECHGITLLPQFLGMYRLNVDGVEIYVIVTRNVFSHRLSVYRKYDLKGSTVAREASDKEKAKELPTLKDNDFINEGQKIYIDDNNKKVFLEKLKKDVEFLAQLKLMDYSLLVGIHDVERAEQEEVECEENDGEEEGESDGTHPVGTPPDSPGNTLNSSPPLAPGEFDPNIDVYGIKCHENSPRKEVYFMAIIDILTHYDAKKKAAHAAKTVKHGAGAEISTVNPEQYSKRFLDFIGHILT
#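 Enzyme plus substrate dispensed, test compounds pinned in, then ATP (5 microM final) added. After 60 min at RT, ADP-Glo reagent 1 for 45 min and reagent 2 for 30 min preceded luminescence imaging.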
# Numbers without * were called inactive; ? = inconclusive; · = no result given; [ ] = remark or other dose. Unless noted, calls come from the whole dose curve; as a rule, active = well fitted curve in the direction sought with a large enough effect; inconclusive = small, poorly fitted or top-dose-only effect, or another doubt; inactive = no such curve, though single readings can be large; an effect the other way counts as inactive or inconclusive. No enrichment for hits (roughly 7.8% active in at least one column).
SMILES,IL-2 act,DRD3 agonist,WRN inhibitor,HEK293 tox,GLP1R inv ag,GLP-1R agonist,D3 antag,PLK1 PBD block,PI5P4K alpha inh
C(=N\c1nc2ccccc2n1CCN1CCOCC1)/c1cccs1,-0.2,0,-3%,-8%,-12%,-10%,-29,-3%,1
CC(C)(C)Cc1nnc(NS(=O)(=O)c2ccccc2)s1,-3.6,-36,-14%,15%,17%,-1%,?,27µM*,-10
COC(=O)c1cc2ccc(OC)cc2c2cc(OC)c(OC)cc12,-0.7,80*,-14%,-15%,-18%,-1%,136,-12%,18
COc1cccc(Nc2nc(C(N)C3CCCCC3)cs2)n1 (stereo not given),-0.5,-6,-10%,1%,-14%,-4%,0,-5%,-17
C#CC(C)(CC)NC(=O)c1cc2c(n(-c3ccc(Cl)cc3)c1=O)CC(C)(C)CC2=O (stereo not given),·,8,·,-14%,-27%,-7%,·,·,·
CCc1nnc(N/N=C/c2c(Cl)cccc2Cl)n1N,-1.7,-6,-8%[11.6 µM],-9%,4%,-7%,?,-5%,·
Cc1ccc(CNC(=O)COC(=O)c2cccc(S(=O)(=O)N3CCCCC3)c2)cc1,2.7,-2,0%,-3%,-15%,-5%,5,4%,10
COc1ccc(C(=O)Nc2ccc(Nc3ccccc3)cc2)cc1OC,0.9,1,0%,3%,-9%,1%,-3,-4%,-7
COc1ccc(/C=N/Nc2c(Cl)cc(Cl)cc2Cl)cc1CN1CCOCC1,3.0,2,-23%,-2%,?,-3%,-4,-11%,6
COC(=O)c1ccc(Oc2c(C(F)(F)F)oc3c(CN4CCN(C)CC4)c(O)ccc3c2=O)cc1,-0.8,-11,-4%,-5%,-19%,-1%,-5,-5%,13
Cc1ccc(Cl)c(OCCCCN(C)Cc2ccccc2)c1,-3.6,-63,12%,0%,-5%,-12%,-90*,2%,·
O=C(CCNS(=O)(=O)c1ccc(Br)cc1)NCCCSc1ccccc1,0.2,3,-4%,-11%,?,-3%,23,-10%,0
C[C@]12c3[nH]c4ccccc4c3CCN1C(=O)C(CC(=O)NCc1ccco1)C[C@@H]2C(=O)N1CCCCC1 (stereo not given in full),-0.3,-20,4%,5%,-5%,3%,?,-11%,2
CN(C[C@H](Cc1ccccc1)N(C[C@H](CC1CCCCC1)N(CCc1ccccc1)N=O)N=O)N=O,-0.3,7,-9%,8%,?,10%,16,-7%,-2
Cc1c(C(=O)N2CCN(c3ccc(C(F)(F)F)cn3)CC2)oc2ccccc12,0.0,4,-4%,14%,?,7%,68,30µM*,10
CCC1CCc2c(sc(NC(=O)c3ccco3)c2C(N)=O)C1 (stereo not given),-2.6,7,-6%,-4%,19%,3%,17,-21%,-17
Cc1ccc(C(=O)CC2(O)C(=O)N(C)c3ccccc32)o1 (stereo not given),-0.3,1,14%,-1%,5%,-3%,4,-8%,-9
Cn1ccnc1SCC(=O)Nc1ccc([N+](=O)[O-])cn1,0.8,-12,4%,-5%,-15%,1%,-5,-1%,-9
COCc1cc(=O)[nH]c(/N=C(\N)Nc2ccccc2C)n1,-0.1,1,6%,-1%,1%,-6%,-7,-1%,-6
O=C(CSc1nc2ccccc2s1)NC1CCCc2ccccc21 (stereo not given),-1.5,-11,-8%,4%,?,9%,7,-23%,9
Cc1ccc(-n2c(-c3ccncc3)n[nH]c2=S)cc1,-0.2,6,-1%,-13%,17%,4%,-2,0%,1
CCN(CC)S(=O)(=O)c1ccc(-c2nnc(SCC(=O)N3c4ccccc4CC3C)n2CC)cc1 (stereo not given),-4.2,9,0%,-1%,25%,-4%,27,-6%,0
CSc1nnnn1-c1c(C)cccc1C,-0.3,-4,-1%,4%,7%,-1%,-14,-3%,-3
CCCn1nc(NS(=O)(=O)c2cccc3nonc23)c2cc3cccc(C)c3nc21,0.1,-5,-11%,-35%,?,-6%,-12,?,0
CCCN1CCC(=O)N([C@H](CN=[N+]=[N-])Cc2ccccc2)CC1,0.0,-10,3%,1%,9%,-4%,-9,-12%,-11
COc1cccc(NC(=O)CN2C(=O)NC(C)(C3CC3)C2=O)c1 (stereo not given),-2.0,2,-14%,19%,1%,-1%,16,-10%,5
CC1=NN(c2ccc(C)cc2C)C(=O)C1C(c1cccc(O)c1)C1C(=O)N(c2ccc(C)cc2C)N=C1C (stereo not given),-0.2,8,-18%,-10%,2%,-16%,3,27µM*,3
Cc1ccc(NC(=O)Nc2nnc(Cc3ccc([N+](=O)[O-])cc3)s2)cc1,-2.1,13,-19%,-2%,0%,-33%[inhibitor],65,-12%,0
COc1ccc(C)cc1NC(=O)CN(C)S(=O)(=O)c1cccs1,0.0,-3,-4%,-4%,-14%,16%,0,-4%,-1
CCOC(=O)N1CCN(c2nc(C)cc(C(F)(F)F)n2)CC1,-1.6,-2,4%,2%,0%,-13%,17,-6%,·
O=C(NC(Cc1ccccc1)C(=O)O)/C(=C/c1ccccc1)NC(=O)c1ccco1 (stereo not given),0.0,-9,-8%[57.1 µM],9%,0%,1%,7,-1%,3
NC(=O)c1ccc(NC(=O)c2ccc(COc3ccccc3Br)cc2)cc1,-5.7,-2,9%,-5%,13%,7%,4,2%,-9
CCc1nc2ccc(C(=O)NCCC(C)C)cn2c1N(C)Cc1nccs1,-0.7,-5,-1%,-8%,14%,6%,-23,-13%,-19
CN1CCN(S(=O)(=O)c2ccc(NC(=O)c3ccc(F)cc3)cc2)CC1,-0.8,2,1%,-3%,-1%,-1%,9,-6%,9
COc1ccc(NC(=O)/C(C#N)=C/c2ccc(-c3ccccc3C(=O)O)o2)cc1,-0.9,-3,-15%,?,2%,-1%,-5,2%,0
CO/N=C(\CCC(=O)O)c1cccs1,-0.2,3,1%,4%,5%,3%,0,-13%,-3
Cc1ccc(C)c(S(=O)(=O)N2CCN(CC(=O)Nc3ccc4c(c3)OCCO4)CC2)c1,0.4,-4,-9%,-23%,?,-2%,?,-6%,0
CC(=O)c1cc(C#N)c(SCC(=O)Nc2nccs2)nc1C,-2.3,0,2%,63%[activator],44%[activator],-8%,-7,-3%,0
Cc1cc(Cl)ccc1OCCCC(=O)NO,0.1,4,-3%,-4%,-4%,10%,-1,-1%,9
Cc1cccc(NC(=O)CCCN=C2NS(=O)(=O)c3ccccc32)c1C,0.5,3,-3%,4%,2%,-5%,3,-15%,2
O=C(c1ccco1)N1CCN(S(=O)(=O)c2ccc(Oc3ccccc3)cc2)CC1,-1.8,-5,-12%,1%,5%,11%,-5,-3%,·
Cc1ccc(C(=O)N/C(=C\c2cn(C)c3ccccc23)C(=O)NCCN2CCOCC2)cc1,-2.7,-7,-9%,10%,1%,1%,-9,-6%,0
C=CCSc1nc2ccccc2c(=O)n1C1CCOC(C)(C)C1 (stereo not given),-6.1,-1,-6%,4%,10µM*,12%,3,-4%,3
O=C(Nc1ccc(S(=O)(=O)Nc2cnc3ccccc3n2)cc1)c1ccc(Cl)c([N+](=O)[O-])c1,0.3,-5,-18%,-12%,20%,-5%,-24,42µM*,-14
O=C(O)c1ccc(-c2nc3ccccc3s2)o1,0.4,-14,4%,-1%,?,-8%,6,-23%,-24
COc1cccc(/C=N/N2CCN(Cc3ccccc3)CC2)c1O,1.0,-7,-32%,8%,?,0%,0,-9%,4
C=CCn1c2ccccc2c2nnc(SCCN3CCOCC3)nc21,-0.3,4,10%,1%,102%[activator],28%,10,-17%,-5
CC(C)(C)OC(=O)COc1ccc(/C=N/NC(=O)CN2CCCCC2)cc1,-2.0,3,-4%,-2%,-2%,0%,8,2%,-2
CCOc1ccc(CCNC(=O)COC(=O)CCc2cc(OC)c(OC)c(OC)c2)cc1OCC,-4.9,-1,20%,-2%,6%,1%,21,-1%,-2
COc1ccc(OC)c(NC(=O)COC(=O)Cc2ccc(Br)cc2)c1,0.7,3,-6%,-5%,-24%,7%,-9,-7%,19
CC(=O)c1c(C)[nH]c(C(=O)NCc2ccccc2)c1C,3.2,-12,6%,1%,34%[activator],-2%,22,-6%,-4
CCOc1cc(C(=O)Nc2ccc(S(=O)(=O)N3CCCCC3)cc2)ccc1OCC(=O)N1CCOCC1,0.9,-1,1%,-12%,8%,13%,0,-10%,-4
C=CCNc1nc(N)c(C(=C(C#N)C#N)c2ccccc2)s1,0.3,-4,-26%,9%,14%,5%,14,-4%,-12
Cc1cc(C)cc(NC(=O)c2nnn(Cc3cccc(Br)c3)c2N)c1,·,-1,·,-17%,-16%,-4%,·,·,·
CCOc1ccccc1Nc1ccnc2cc(Cl)ccc12,0.1,-2,-5%,?,?,9%,5,-5%,-3
COC(=O)C[C@H]1C[C@H]2c3cc(NC(=O)NC4CCCC4)ccc3O[C@H]2[C@@H](CO)O1,-1.2,1,-3%,-4%,5%,0%,6,-4%,0
COc1cc(/C=N\NC(=O)C2CC3C=CC2C3)ccc1O (stereo not given),0.1,-9,-12%,-1%,25%,2%,2,-8%,-11

# Screening results deposited in PubChem by National Center for Advancing Translational Sciences (NCATS).
